Screening results from PubChem.
MLL CXXC-DNA inh: qHTS Fluorescence Polarization Assay for Inhibitors of MLL CXXC domain - DNA interaction | Histone-lysine N-methyltransferase 2A (Homo sapiens), Q03164 | MLL-CXXC / FITC-HOXA9 DNA fluorescence polarization | Potency, µM (series often up to 115 µM), inactives show at the highest dose activity change, negative = inhibition, actives largely listed as inhibitors | 290,000 tested, 0.037% active | AID 2662, 2010; active means well fitted inhibition curve with a large enough effect in the polarisation, with a control signal flat, not every such curve was filed as active; inconclusive means small, poorly fitted or top-dose-only effect, or effect the other way, or a change in a side signal; inactive means no such curve, though single readings can be large or run the other way; the % refers to the polarisation; further: potency means the concentration at half of the fitted maximal effect
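Fluorescence polarization: 7 uM MLL-CXXC (stock) preincubated 5 min with compounds, then 50 nM fluorescein-HOX-A9 DNA (stock) added; 30 min ambient. Buffer 50 mM Tris-HCl pH 7.5, 50 mM NaCl, 1 mM DTT, 0.05% BSA.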
Giardia kill: Small Molecules that selectively kill Giardia lamblia: qHTS. Giardia lamblia trophozoite viability. activity change, % at 7.66 µM, hits read low. 340,000 tested, 0.15% active. AID 540267, 2011; in the data active means activity change below about -80%; inconclusive means between about -30% and that limit;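 further: parasites exposed to compound for two days anaerobically before the ATP read; on the % scale 0 is the no-effect control and ±100 the full control effect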
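Killing of trophozoites was scored by loss of ATP luminescence after a 48 hrs anaerobic exposure to compounds at 37 deg C, using 100 cells per well.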
KCNH2 3.1 inh: qHTS for Inhibitors of KCHN2 3.1: Mutant qHTS; Potassium voltage-gated channel subfamily H member 2, brain isoform KCNH2 3.1 (human); U2OS KCNH2 3.1, thallium flux FluxOr; hits give low values; activity change, % (tested at about 1.8 µM); 340,000 tested, 0.95% active; AID 720553, 2013;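 active means maximum activity change below -70%; inconclusive means maximum activity change from -70% to -50%; inactive means maximum activity change above -50%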;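 further: thallium influx rate constant from kinetic fluorescence after stimulation buffer; on the % scale 0 is the no-effect control and ±100 the full control effect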
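U2OS cells transduced with KCNH2 3.1 mutant virus (1.77 x 10^8 /mL, 4 h), plated overnight at 37 C, loaded 45 min with FluxOr dye plus Red40 quencher. Thallium flux rate constant from kinetic reads after stimulation buffer, normalised to controls.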
TRPV1 ag: HTS Assay for Compounds that Act as Agonists of the Vanilloid Receptor 1; Transient receptor potential cation channel subfamily V member 1 (Homo sapiens), Q8NER1; TRPV1-expressing cells, Fluo-8 calcium influx, agonist mode; activation, % at 8.33 µM; 320,000 tested, 0.19% active; AID 540275, 2011; in the data active means activation above about 80%; inconclusive means between about 30% and that limit; further: 0% is about no effect
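TRPV1-expressing cells were cultured overnight at 35.5C and loaded with Fluo-8 calcium dye for 40 to 90 min at room temperature. After a 10 s baseline, compound was added and calcium influx was read kinetically for 3 min (ex 480/em 520 nm).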
PKM2 activator: qHTS Assay for Activators of Human Muscle isoform 2 Pyruvate Kinase | AID 1631, 2009 | purified PKM2, Kinase-Glo ATP luminescence, activation; response scale: 0% is enzyme alone, no compound | 260,000 tested, 0.34% active | Potency, µM (top dose mostly 57.5 µM), for the others: at the top dose activation, actives largely listed as activators | Pyruvate kinase PKM (Homo sapiens), P14618; further: potency means the concentration at half of the fitted maximal effect; on the % scale 0 is the no-effect control and ±100 the full control effect; nearly all actives have a fitted effect of over 55% in size
Target sequence (P14618 whole entry, looked up, canonical isoform): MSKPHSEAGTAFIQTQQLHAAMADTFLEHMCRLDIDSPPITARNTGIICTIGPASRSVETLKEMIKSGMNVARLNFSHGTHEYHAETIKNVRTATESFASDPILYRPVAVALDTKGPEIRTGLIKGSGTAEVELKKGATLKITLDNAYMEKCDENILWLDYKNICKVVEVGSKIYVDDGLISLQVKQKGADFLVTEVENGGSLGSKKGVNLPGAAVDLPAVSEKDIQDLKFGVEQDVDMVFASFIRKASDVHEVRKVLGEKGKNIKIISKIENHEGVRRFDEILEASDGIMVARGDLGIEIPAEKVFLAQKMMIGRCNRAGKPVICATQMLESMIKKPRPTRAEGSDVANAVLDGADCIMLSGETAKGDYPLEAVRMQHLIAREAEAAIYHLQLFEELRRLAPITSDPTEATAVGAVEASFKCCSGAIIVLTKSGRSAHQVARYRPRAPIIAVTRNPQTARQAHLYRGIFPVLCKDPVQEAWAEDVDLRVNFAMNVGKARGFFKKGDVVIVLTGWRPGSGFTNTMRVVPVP
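Purified hPK-M2 (>95%) run at intermediate activity with 0.1 mM ADP and 0.5 mM PEP in 50 mM imidazole pH 7.2, KCl, MgCl2; 1 h room temperature. ATP formed read by Kinase-Glo luminescence; normalized to uninhibited and no-enzyme controls.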
KCNH2 WT inh: qHTS for Inhibitors of KCHN2 3.1: Wildtype qHTS | 340,000 tested, 0.37% active | Voltage-gated inwardly rectifying potassium channel KCNH2 (Homo sapiens), Q12809 | U2OS, BacMam KCNH2, thallium flux FluxOr; hits give low values | activity change, % at 1.84 µM;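 active means maximum activity change below -70%; inconclusive means maximum activity change between -70% and -50%; inactive means maximum activity change above -50%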; further: on the % scale 0 is the no-effect control and ±100 the full control effect
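U2OS cells were transduced with wild-type KCNH2 virus (2.03 x 10^8 / mL) for 4 h at room temperature, then cultured overnight at 37 C. Thallium flux was read with FluxOr dye. Rate constants were normalized to DMSO controls.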
GALK inh: qHTS Assay for Inhibitors of Human Galactokinase (GALK); P51570; Purified GALK, Kinase-Glo residual ATP luminescence; Potency, µM (titrated, usually from 57.5 µM), for the others: at the highest dose activity change, negative = inhibition, usual class: inhibitors; 270,000 tested, 0.007% active; AID 1868, 2009; further: potency means the concentration at half of the fitted maximal effect; on the % scale 0 is the no-effect control and ±100 the full control effect
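Luminescence from leftover ATP (Ultra-Glo luciferase/luciferin) served as read-out after a 1 h room-temperature reaction of 5 nM GALK with 35 uM ATP and 100 uM galactose.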
FBPA coupling cs: qHTS Assay for Inhibitors of Fructose-1,6-bisphosphate Aldolase from Giardia Lamblia: Coupling assay counterscreen; coupling enzyme system counterscreen, AmpLite Red fluorescence; activity change, negative = inhibition, % at 58.2 µM, hits read low; 290,000 tested, 0.67% active; AID 2472, 2010; in the data active means activity change below about -30%; further: on the % scale 0 is the no-effect control and ±100 the full control effect
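Counterscreen lacking aldolase: glyceraldehyde-3-phosphate coupling-enzyme reagent preincubated 10 min at RT with compound (at 57.5 uM final), then substrate/coupling system with AmpLite Red added; fluorescence read at 525/598 nm after 20 min RT.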
USP2a block: qHTS Assay for Inhibitors of Ubiquitin-specific Protease USP2a Using CHOP2 as the Reporter. AID 463254, 2010. 330,000 tested, 0.01% active. Potency, µM (titrated, usually from 38.3 µM), inactives show at the top dose activity change, negative = inhibition, hits mostly inhibitors. Ubiquitin carboxyl-terminal hydrolase 2 (Homo sapiens), O75604. USP2 core, Ub-CHOP2 coupled fluorogenic reporter, 485/531;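 further: potency means the concentration at half of the fitted maximal effect; plate controls were DMSO wells for no effect and full inhibition by NEM control for full effect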
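Deubiquitinase activity read as fluorescence (485/531 nm) after Ub-CHOP2 cleavage activates the enterokinase reporter on its substrate; USP2 core 10nM, Ub-CHOP2 and substrate 25nM each, 30min compound preincubation then 60min RT; data normalized to NEM, curves fitted.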
B2AR arrestin: qHTS assay of beta-arrestin-biased ligands of beta2-adrenergic receptor; Beta-2 adrenergic receptor (Homo sapiens), P07550; beta-arrestin recruitment to beta2AR, cell-based reporter; Potency, µM (series often up to 46.1 µM), for inactives: at the highest dose activation, actives largely listed as activators; 330,000 tested, 0.02% active;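 further: potency means the concentration at half of the fitted maximal effect; 0% = DMSO controls and full agonism = EC100 isoproterenol or metaproterenol; nearly all actives have a fitted effect of over 65% in size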
Menin MLL FP TR: qHTS Assay for Inhibitors Targeting the Menin-MLL Interaction in MLL Related Leukemias: Competition With Texas Red Labeled MLL-derived Mutant Peptide; O00255; Menin + Texas Red MLL mutant peptide, fluorescence polarization; Potency, µM (highest dose often 61.6 µM), without a hit: top-dose FP activity change, negative = inhibition, hits mostly inhibitors; 270,000 tested, 0.23% active; active means well fitted inhibition curve with a large enough effect in the polarisation, with a control signal flat, not every such curve was filed as active; inconclusive means small, poorly fitted or top-dose-only effect, or effect the other way, or a change in a side signal; inactive means no such curve, though single readings can be large or run the other way; the % refers to the polarisation; further: potency means the concentration at half of the fitted maximal effect; % of control where 0% means no effect; many of its hits are not listed in these tables
Target sequence (O00255 whole entry, looked up): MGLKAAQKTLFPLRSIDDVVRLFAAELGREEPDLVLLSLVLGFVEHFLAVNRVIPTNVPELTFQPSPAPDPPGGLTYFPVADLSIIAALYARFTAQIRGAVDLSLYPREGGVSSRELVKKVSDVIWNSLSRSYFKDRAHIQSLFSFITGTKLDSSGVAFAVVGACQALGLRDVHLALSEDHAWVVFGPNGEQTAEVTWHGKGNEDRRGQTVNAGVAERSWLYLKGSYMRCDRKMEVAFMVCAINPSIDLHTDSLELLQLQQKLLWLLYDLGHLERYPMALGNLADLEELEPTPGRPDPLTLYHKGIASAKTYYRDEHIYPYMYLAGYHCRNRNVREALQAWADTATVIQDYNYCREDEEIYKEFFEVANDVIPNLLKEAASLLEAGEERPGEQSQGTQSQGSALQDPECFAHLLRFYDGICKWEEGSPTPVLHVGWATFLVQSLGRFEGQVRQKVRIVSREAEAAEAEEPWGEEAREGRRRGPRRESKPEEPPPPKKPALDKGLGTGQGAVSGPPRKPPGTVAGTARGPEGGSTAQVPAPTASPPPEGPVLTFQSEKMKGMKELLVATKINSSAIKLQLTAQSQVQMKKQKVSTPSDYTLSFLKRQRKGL
Active calls of the source: *; ? = inconclusive; . = no result given; [ ] = remark or other dose. Unless noted, the call rests on the fitted dose curve; in most records, active means well fitted curve in the direction sought with a large enough effect; inconclusive means small, poorly fitted or top-dose-only effect, or another doubt; inactive means no such curve, though single readings can be large; an effect the other way counts as inactive or inconclusive.

Value order: MLL CXXC-DNA inh	PKM2 activator	Menin MLL FP TR	TRPV1 ag	USP2a block	FBPA coupling cs	B2AR arrestin	KCNH2 WT inh	KCNH2 3.1 inh	GALK inh	Giardia kill
- CC(C)N(C(=O)Cn1cc(S(=O)(=O)CC(=O)NCc2ccc(F)cc2)c2ccccc21)C(C)C
 : 5%	2%	.	1	5%	.	-0.7%	10	.	-7%	-16
- COc1cccc2sc(N(CCCN(C)C)C(=O)c3ccc(S(=O)(=O)N4CCc5ccccc5C4)cc3)nc12
 : 26%	1%	?	1	-2%	-1	-1.0%	-1	14	-1%	16
- COCCn1c(C)nnc1SCC(=O)NNC(=O)c1ccc(Br)cc1
 : -1%	4%	-2%	3	-3%	2	0.2%	-6	-19	15%	-3
- C=C1CC[C@H](O)C/C1=C/C=C1\CCC[C@]2(C)[C@@H]([C@H](C)/C=C/[C@H](C)C(C)C)CC[C@@H]12
 : .	.	.	-1	3%	.	-0.5%	-12	6	.	-15
- O=C(CN(C(=O)c1csnn1)c1ccccc1)NCCc1ccccc1
 : 3%	1%	-4%	1	4%	3	0.2%	-6	5	16%	7
- CN(Cc1cc2ccccc2[nH]c1=O)S(=O)(=O)c1ccccc1
 : 5%	0%	8%	2	-1%	1	0.1%	47	2	-1%	2
- O=C(c1ccc(S(=O)(=O)NCC2CCCO2)cc1)N1CCN(c2ccccc2F)CC1 (stereo not given)
 : -3%	-1%	-2%	1	9%	0	0.2%	0	-5	-3%	12
- O=C(COc1ccc(S(=O)(=O)N2CCOCC2)cc1)N1CCN(c2ccccc2)CC1
 : 5%	-7%	0%	2	0%	-2	-2.9%	-3	-1	-3%	6
- OC(c1ccc(Cl)cc1)C(CN1CCOCC1)c1ccccc1 (stereo not given)
 : 18%	.	-1%	9	4%	1	-1.5%	-23	-10	1%	-12
- Cc1ccc(S(=O)(=O)N2CCN(CC(=O)NC(=O)NCc3ccccc3)CC2)cc1C
 : 19%	13%	-5%	-1	3%	-2	-0.1%	1	10	-1%	11
- CCCCCN(C(=O)CCC(=O)OCC(=O)Nc1cccc(CC)c1)c1c(N)n(CCCC)c(=O)[nH]c1=O
 : .	.	.	6	1%	.	0.0%	-5	1	.	-24
- O=C(O)c1cnn(-c2ccccc2)c1C(F)(F)F
 : 4%	4%	16%	0	2%	4	-0.1%	-4	1	1%	-10
- CCOC(=O)c1[nH]c(C)c(C(=O)Nc2ccc3c(c2)CCC3)c1C
 : 2%	2%	?	?	1%	5	-0.2%	-7	4	4%	?
- COc1ccc(S(=O)(=O)N(CC(=O)NN=C2CCN(C)CC2)c2cc(Cl)ccc2OC)cc1OC
 : 5%	3%	-12%	1	1%	0	0.1%	4	-11	7%	6
- O=C(COc1ccc(Cl)cc1)NCc1nnc(SCC(=O)Nc2ccccc2)o1
 : 8%	-7%	-12%	0	3%	7	4.9%	6	5	2%	1
- O=C(CN1CCN(c2ccc(F)cc2)CC1)Nc1ccccc1[N+](=O)[O-]
 : 15%	-5%	1%	8	1%	0	-0.4%	0	10	1%	49[activator]
- O=C(Nc1cccc(Cl)c1N1CCCC1)c1cccc(-c2cc3ccccc3oc2=O)c1
 : 21%	0%	1%	2	4%	-1	-0.1%	-8	-6	5%	3
- O=C(C1CCCCC1)N1CCN(c2ncccn2)CC1
 : 3%	2%	-22%	0	0%	0	0.6%	-4	3	1%	-8
- COc1cccc2cc(C(=O)Nc3ccc(S(=O)(=O)NCC4CCCO4)cc3)c(=O)oc12 (stereo not given)
 : -10%	-3%	.	-8	4%	4	-0.3%	1	3	4%	0
- COc1cc2c(cc1OC)CN(CC(=O)Nc1ccc(S(=O)(=O)N3CCCC3)cc1)CC2
 : 11%	.	.	?	-1%	.	-1.1%	-3	11	0%	-13
- COc1ccc(N(CC(=O)NCc2cccs2)S(=O)(=O)c2ccc(F)cc2)cc1
 : .	.	.	6	-4%	.	-0.2%	-5	13	.	-11
- COc1ccc(Cl)cc1NC(=O)C(C)NC(c1ccccc1)c1ccccc1 (stereo not given)
 : 6%	-22%	-9%	28	2%	-3	-0.6%	0	-15	1%	-22
- COc1cccc(NC(=O)c2sc3nc(N4CCOCC4)c4c(c3c2N)CCCC4)c1
 : 23%	.	.	2	2%	.	-0.1%	40	9	-2%	6
- CCCCOC(=O)c1ccc(NC(=O)C(=O)CC(=O)c2ccc(OC)cc2)cc1
 : ?	.	9%	-3	-2%	1	0.5%	3	10	4%	1
- COC(=O)c1nc(NC(=O)C(C)(C)C)n[nH]1
 : 27%	2%	13%	-3	-2%	2	0.7%	5	-7	-2%	-8
- CN(C)S(=O)(=O)c1ccc(Cl)c(NC(=O)COC(=O)c2ccc3c(c2)NC(=O)CS3)c1
 : 18%	8%	.	.	0%	1	-0.7%	2	-11	-5%	-15
- O=C(NCc1ccccc1Br)c1ccc2c(c1)OCCO2
 : -6%	3%	0%	24	0%	1	-0.9%	-12	4	-1%	12
- Cc1ccc(-c2noc(-c3ccccc3Br)n2)cc1
 : 3%	3%	6%	3	-1%	1	-1.1%	3	7	4%	?
- Cc1oc(-c2ccccc2F)nc1CS(=O)(=O)CC(=O)N1CCN(c2ccccc2)CC1
 : -9%	-8%	-10%	-2	-1%	2	0.0%	9	-16	2%	17
- CSCCC1NC(=O)NC1=O (stereo not given)
 : -5%	21%	3%	-6	-1%	1	4.2%	-3	-10	1%	9
- CCc1ccc(-c2csc(NC(=O)C3CC(=O)N(c4ccc5c(c4)OCCO5)C3)n2)cc1 (stereo not given)
 : -2%	-6%	4%	0	-9%	-2	0.1%	1	-40	0%	38[activator]
- CN=c1sc2ccccc2n1CC(O)COc1ccccc1 (stereo not given)
 : -8%	-5%	?	10	1%	-1	-0.7%	4	-16	0%	-1
- Cc1nc(N2CCN(C(=O)c3ccco3)CC2)nc2c1C(=O)CC(C)C2 (stereo not given)
 : 10%	.	-11%	?	5%	4	0.3%	-5	-4	-2%	6
- Cc1ccc(CN2[C@@H](CC3CCCCC3)COCCS2(=O)=O)cc1
 : -5%	1%	7%	6	-2%	-2	-1.0%	-15	-13	.	2
- CC12CCC(C(=O)N/N=C/c3ccc(O)cc3O)(OC1=O)C2(C)C (stereo not given)
 : -4%	-5%	.	0	0%	1	-0.8%	4	9	1%	-7
- CSCCNC(C)=O
 : -19%	-14%	2%	-5	1%	3	-0.5%	.	.	0%	.
- Cc1ccc(-c2nnc(Nc3ccc(CC(N)=O)cc3)c3ccccc23)cc1S(=O)(=O)NCC1CCCO1 (stereo not given)
 : 5%	7%	.	-2	2%	-5	-0.3%	-4	1	-2%	10
- CCOc1ccccc1/C=C(/NC(=O)c1ccccc1)C(=O)NCC(=O)O
 : 12%	2%	3%	3	4%	1	0.0%	2	19	1%	-5
- Cc1nc(-c2ccccn2)nc(SCC(=O)c2ccccc2)c1Cl
 : -29%	0%	.	10	-6%	-3	2.5%	-4	-2	.	-14
- N#Cc1nc(-c2ccc(OCc3ccc(Cl)cc3)cc2)oc1NCc1cccnc1
 : 10%	8%	21%	-4	0%	1	0.1%	-10	-5	-2%	4
- CN(C)CCOC(=O)c1ccc(COc2ccccc2Br)o1
 : 0%	.	-22%	-3	6%	4	0.2%	28	14	2%	11
- Cc1ccc(/C=C/C(=O)O)cc1S(=O)(=O)Nc1ccccc1C(=O)O
 : 8%	-6%	-12%	-1	2%	5	0.1%	2	1	6%	10
- C#CCNC(=O)C1=C[C@H](c2coc3ccccc3c2=O)C[C@H](OCCCCO)O1
 : -22%	0%	-3%	0	0%	-2	-0.1%	.	.	-1%	0
- CNC(=O)C1CCN(S(=O)(=O)c2c(C)noc2/C=C/c2cccc(OC)c2)CC1
 : .	?	1%	16	0%	2	-0.2%	-3	3	.	11

A portion of the library; count on the stated rates, not on these rows.
